TbREL1 inh = TbREL1 inhibition, primary screen; P86926; TbREL1 RNA ligation, FRET fluorescence; inhibition, % at 9.66 µM; actives 0.49% (n = 89,000); AID 1117264;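 active means inhibition above the mean inhibition across all screened compounds plus 3 SD, cut at about 11% in these data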;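 further: 0% = plate median of test wells and 100% = NSC42067 control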
Target sequence (P86926 whole entry, looked up): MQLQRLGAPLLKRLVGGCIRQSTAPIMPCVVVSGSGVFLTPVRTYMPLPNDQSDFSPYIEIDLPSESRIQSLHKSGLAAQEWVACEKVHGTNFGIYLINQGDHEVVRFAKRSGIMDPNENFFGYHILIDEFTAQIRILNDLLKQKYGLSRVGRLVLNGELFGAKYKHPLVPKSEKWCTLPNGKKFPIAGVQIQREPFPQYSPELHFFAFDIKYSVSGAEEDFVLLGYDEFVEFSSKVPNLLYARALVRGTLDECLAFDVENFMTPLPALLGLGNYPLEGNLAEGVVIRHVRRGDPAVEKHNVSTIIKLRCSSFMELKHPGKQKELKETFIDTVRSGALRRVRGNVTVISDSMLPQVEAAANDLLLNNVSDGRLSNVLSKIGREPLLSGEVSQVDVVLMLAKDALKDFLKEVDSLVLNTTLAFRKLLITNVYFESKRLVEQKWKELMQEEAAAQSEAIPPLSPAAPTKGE
Active calls of the source: *. This is a subset (hit frequency here may not be typical).

#	SMILES	TbREL1 inh
1	Cc1ccc2c(c1)c1c(n2CC(O)CN2CCC(C)CC2)CCCC1 (stereo not given)	4
2	O=C(CCc1nc(-c2ccccc2F)no1)NCCc1c[nH]c2ccccc12	2
3	c1ccc2c(-c3c[nH]c4ccccc34)c3ccccc3nc2c1	0
4	CCN1CCN(CC(=O)c2ccc(OC)cc2)CC1	4
5	CCc1c(C)nc2c(-c3ccccc3)c(C)[nH]n2c1=O	-3
6	C=CCC(C(=O)OC)(C(=O)OC)c1ccccc1[N+](=O)[O-]	2
7	CC(C)(C)OC(=O)C[C@@H]1C/C=C\C[C@@H](CC(=O)N[C@H](CO)Cc2ccccc2)C(=O)N2CCC[C@H]2COC1=O	-2
8	CN(C)CCCn1c(NCc2ccc3c(c2)OCO3)nc2ccccc21	1
9	CC(=O)OCC1OC(c2ccccc2)C(OC(C)=O)C(OC(C)=O)C1OC(C)=O (stereo not given)	1
10	O=C(c1cc2cc(Cl)ccc2o1)N1CCCC1	2
11	CC(C)CCc1noc(CN(C)CCC2CCOCC2)n1	-1
12	O=S(=O)(NC1=NCCCCC1)c1ccc(F)cc1	-3
13	CCOc1ccccc1NC(=O)C(NCCN(C)C)c1ccccc1 (stereo not given)	10
14	COCC(=O)N1CCC2CC1c1c(-c3ccc(C(F)(F)F)cc3)cccc12 (stereo not given)	1
15	COCCCn1nnnc1SCC(=O)N1CCN(C(=O)c2ccco2)CC1	5
16	Cn1c(SCC#N)nnc1-c1ccc2c(c1)OCO2	2
17	Cc1c(C(=O)N2CC3(CC(c4cccc(NC(=O)[C@H]5CCC(=O)N5)c4)=NO3)C[C@@H]2C(N)=O)cc([N+](=O)[O-])cc1[N+](=O)[O-] (stereo not given in full)	2
18	CCOc1ccc(-c2nc(CN(Cc3ccccc3)C[C@@H]3CCC(=O)N3)c(C)o2)cc1	5
19	O=C(Nc1ccc(NC(=O)C2CC2)nc1)c1ccncc1	2
20	COc1ccc(-c2csc(N3CCN(C(=O)c4ccccc4)CC3)n2)cc1	5
21	CCOc1ccc(C(=O)Nc2ccccc2-c2ccccc2)cc1Cl	0
22	O=C(NCC1CCCO1)/C(=C\c1cccs1)NC(=O)c1ccccc1 (stereo not given)	2
23	COc1ccc(C(=O)CSc2nccn2C)cc1	0
24	COc1ccc([C@H]2CC(=O)C=C(c3ccc(Oc4ccccc4)cc3)C2)cc1OC	0
25	Cc1ccccc1-n1c(Cn2c(=O)sc3ccccc32)nnc1SCC(=O)N1CCCC1	-1
26	O=C(COc1ccc(Br)cc1)NNC(=S)NCc1ccccc1	-4
27	COc1ccc(C(=O)NC2CCSc3ccccc32)cc1S(=O)(=O)N1CCOCC1 (stereo not given)	-4
28	CN(C)c1cccc(-c2nnc(SCCCC#N)o2)c1	3
29	CCc1ccc(NC(=O)NCCCN2CCCC2=O)cc1	-2
30	O=C(NCc1ccccn1)c1cc(-n2cnnc2)ccc1Cl	2

(more compounds)
#	SMILES	TbREL1 inh
31	COC(=O)C(C)n1nnc2sc(-c3ccccc3)cc2c1=O (stereo not given)	4
32	Cc1ccc(S(=O)(=O)Nc2cccc(C(=O)NCC3(N4CCCCC4)CCCCC3)c2)cc1F	-3
33	COCC(C)NC(=O)c1cc2cccc([N+](=O)[O-])c2[nH]1 (stereo not given)	3
34	Cc1ccc(CNc2ncnc3cc(Cl)ccc23)o1	-1
35	Cc1ccc(COc2ccc(/C=N/NC(=O)CN3CCCCC3)cc2)cc1	0
36	C=CCOc1cccc(C2c3c(oc4ccc(F)cc4c3=O)C(=O)N2CCCN2CCOCC2)c1 (stereo not given)	-2
37	Cc1cc(C(=O)OCC(=O)N2CCC(c3ccccc3)=N2)ccc1[N+](=O)[O-]	1
38	CC(C)N1CCc2c(sc(NC(=O)CN3C(=O)c4ccccc4C3=O)c2C(N)=O)C1	0
39	CCC(=O)Nc1ccc(Cl)cc1C(=O)c1ccc[nH]1	8
40	COc1ccc(/C=C2\SC(=S)N(CCC(=O)Nc3ccccn3)C2=O)cc1OC	2
41	CCOc1ccc(NCc2nc3ccccc3n2CCOc2ccccc2)cc1	-6
42	COc1cccc(CC(=O)OCC(=O)NC(Cc2ccccc2)C(C)=O)c1 (stereo not given)	-1
43	Clc1nssc1=Nc1nncs1	18*
44	CC(=C1C(=O)c2ccccc2C1=O)N1CCN(CCN=CC2=C(O)CC(C)(C)CC2=O)CC1	7
45	c1csc(-c2nn3cnnc3c3ccccc23)c1	1
46	CN1C=C(C(F)(F)F)C=C/C1=C(\C#N)c1nnc2n1CCCCC2	0
47	COc1ccccc1CNC(=O)COC(=O)c1ccc(N2CCCC2=O)cc1	-5
48	Cc1ccc2nc(-c3ccncc3)cc(C(=O)NCCc3ccc(F)cc3)c2c1	-1
49	O=C(C1CCCN(S(=O)(=O)c2ccc(F)cc2)C1)N1CCCCC1 (stereo not given)	-4
50	Cc1ccc(C(=O)NCC(=O)NCC(c2cccs2)N2CCOCC2)cc1C (stereo not given)	1
51	COc1ccccc1C1N=C(c2ccccc2C)NO1 (stereo not given)	2
52	Cc1nnc(NCCc2ccccc2)[nH]c1=O	3
53	COc1ccc(C(=O)O)cc1F	3
54	CC1CCN(S(=O)(=O)c2ccc3[nH]c(=O)[nH]c3c2)CC1	4
55	C[C@H]1CN=C(Nc2ccccc2)N1CC1CCCCCC1	2
56	Cc1nc2ccc(Nc3ccncc3)cc2s1	0
57	NC(=O)C1CCN(c2oc(-c3cccs3)nc2S(=O)(=O)c2ccc(Br)cc2)CC1	-1
58	Cc1cc(C(=O)COC(=O)CNC(=O)c2ccc(F)cc2)c(C)n1Cc1ccco1	-7
59	O=c1[nH]n(-c2ccc(F)cc2)c2ncccc12	-6
60	CCN=C(Nc1ccc2c(c1)OCO2)SC1CC(=O)N(c2ccccc2F)C1=O (stereo not given)	-2

Quoted at random: 7 records from the list
#	SMILES	TbREL1 inh
39	CCC(=O)Nc1ccc(Cl)cc1C(=O)c1ccc[nH]1	8
32	Cc1ccc(S(=O)(=O)Nc2cccc(C(=O)NCC3(N4CCCCC4)CCCCC3)c2)cc1F	-3
47	COc1ccccc1CNC(=O)COC(=O)c1ccc(N2CCCC2=O)cc1	-5
37	Cc1cc(C(=O)OCC(=O)N2CCC(c3ccccc3)=N2)ccc1[N+](=O)[O-]	1
53	COc1ccc(C(=O)O)cc1F	3
43	Clc1nssc1=Nc1nncs1	18*
36	C=CCOc1cccc(C2c3c(oc4ccc(F)cc4c3=O)C(=O)N2CCCN2CCOCC2)c1 (stereo not given)	-2

More records follow:
#	SMILES	TbREL1 inh
61	Cc1ccccc1C1C(C#N)=C2N=C(N)c3c(sc4c3CCCCC4)N2C2=C1C(=O)CC(C)(C)C2 (stereo not given)	-1
62	COc1ccc(NC(=O)NCCCCc2ccccc2)cc1OC	-2
63	COCCCNC(=O)Cn1nc(Cc2ccncc2)c2ccccc2c1=O	1
64	COC(=O)c1cc(NC(=O)C(C)c2ccc(CC(C)C)cc2)ccc1O (stereo not given)	1
65	NS(=O)(=O)c1cccc(NC(=O)CNC(=O)CC23CC4CC(CC(C4)C2)C3)c1	0
66	CCN(CC)CCNc1nc(-c2ccco2)c2c(c1C#N)CC(C)(C)OC2	0
67	O=C(NNC(=O)c1ccccc1F)c1cccc(Cl)c1	3
68	Cc1cccc(CNC(=O)c2sc(=O)n(Cc3c(C)cccc3C)c2C)c1	-3
69	CSc1nc(C(=O)N2CCCC(N3CCN(c4ccccc4C)CC3)C2)cs1 (stereo not given)	1
70	COc1ccc(/C=C/C(=O)CC(O)(c2ccccc2)C(F)(F)F)cc1 (stereo not given)	-2
71	O=C(NN1C(=O)/C(=C/C=C/c2ccco2)SC1=S)c1ccccc1O	86*
72	COc1ccc(Cc2c(-c3ccco3)nc3ccc(Br)cn23)c(C)c1	2
73	COc1ccc(CNC(=O)COC(=O)c2ccco2)cc1	0
74	COc1ccc(NC(C)=O)cc1NC(=O)CSc1nnc(-c2cccnc2)n1C	-2
75	O=C(CCn1nnc2ccccc21)N1CCN(c2ccccc2F)CC1	1
76	Cc1cc(C)cc(OCC(=O)OCC(=O)NC2CCCC2)c1	1
77	COCCN(CCOC)Cc1cc(=O)oc2cc(C)ccc12	-4
78	O=C(NCc1ccc(Cl)cc1)C1CCN(S(=O)(=O)c2cccc3nonc23)CC1	5
79	CCOC(=O)c1[nH]c2cc3c(cc2c1NC(=O)CN1CC(C)CC(C)C1)OCO3 (stereo not given)	-1
80	CCN1CCN(c2ccc(S(=O)(=O)N3CCOCC3)cc2NC(=O)CC(C)C)CC1	5
81	CCCC1=Nc2cc(C(=O)NCCN3CCCC3)ccc2Sc2ccccc21	3
82	O=C(Cc1cc(C(=O)O)c2ccccc2n1)Nc1ccccc1	-2
83	Cc1ccc(N(C(=O)c2csnn2)C(C(=O)NC2CCCCC2)c2cccnc2)cc1C (stereo not given)	-3
84	COc1cccc(N(C(=O)c2snc(C(N)=O)c2N)C(C(=O)NCC2CCCO2)c2cccs2)c1 (stereo not given)	0
85	COCCn1c(SCC(=O)NC2CC2)nnc1-c1ccco1	1
86	CC1CCC(NC(=O)C2CCN(c3cnccn3)CC2)CC1 (stereo not given)	-1
87	COc1ccc(NC(=O)c2cc(C)cc(C)c2)cc1[N+](=O)[O-]	-2
88	CCOC(=O)C1(S(=O)(=O)c2ccccc2)CCN(Cc2ccc(Cl)cc2)CC1	4
89	CO/N=C/NC(=O)c1c(OC)ccnc1Oc1ccc(Cl)cc1	-2
90	COc1ccc(NC(=O)C2CCN(S(=O)(=O)c3c(C)noc3C)CC2)cc1OC	0

(cont.)
#	SMILES	TbREL1 inh
91	O=C(NC1CCCC1)C(c1ccccn1)N(Cc1ccccc1F)C(=O)c1csnn1 (stereo not given)	1
92	CC(=O)c1c(C)[nH]c(C(=O)COC(=O)c2cc(C)oc2C)c1C	1
93	COc1ccc(N2CCN(C(=O)C(Cc3ccccc3)NC(=O)c3ccccc3)CC2)cc1 (stereo not given)	-2
94	Cc1noc(C)c1S(=O)(=O)N1CCCC(C(=O)Nc2nccs2)C1 (stereo not given)	-1
95	Cc1ccc(S(=O)(=O)N2CCCCC2)cc1NC(=S)NC(=O)c1ccco1	-2
96	COC(=O)C1(c2ccccc2)NC(c2cccs2)C2C(=O)N(C)C(=O)C21 (stereo not given)	2
97	COC(=O)CCCC(=O)Nc1ccc(Cl)c(Cl)c1	5
98	O=C(NNC(=S)NC(=O)c1ccccc1)c1cccc([N+](=O)[O-])c1	-10
99	O=C(COC(=O)c1cccc([N+](=O)[O-])c1)NNC(=O)c1cccs1	-2
100	O=C(Nc1cccc(C(F)(F)F)c1)N1CCN(C(=O)Nc2cccc(C(F)(F)F)c2)CC1	3
101	CCOC(=O)/C(C#N)=C/c1cc2ccccc2nc1N1CCOCC1	-1
102	CCSc1nnc(N)s1	5
103	Cc1c(Cl)cccc1NC(=O)CN1CCN(CCO)CC1	-1
104	CC(=O)Nc1cccc(-c2ccnc3c2CC(C)(C(=O)Nc2ccc(F)c(Cl)c2)O3)c1 (stereo not given)	-3
105	CC(C/C=N/NC(=O)COc1cc(Cl)ccc1Cl)c1ccccc1 (stereo not given)	0
106	Cc1cccc(N(C(=O)Cn2nnc(-c3ccccc3F)n2)C(C(=O)NC(C)(C)C)c2ccncc2)c1 (stereo not given)	-4
107	CN(Cc1cnn(Cc2ccccc2)c1)C(=O)c1cccc(S(=O)(=O)N2CCOCC2)c1	0
108	CCC1=Nc2cc(C(=O)O)ccc2Sc2ccc(Cl)cc21	-1
109	Cc1cccc(C(=O)Nc2ccc3c(c2)C(=O)NC3=O)c1	3
110	O=C(CSc1ncnc2ccccc12)Nc1ccc2c(c1)OCO2	-1
111	CCNc1nc(CC)nc2c1oc1ccccc12	2
112	c1ccc(CN=C2NN=C(c3cc4ccccc4o3)CS2)cc1	5
113	c1ccc(N2CCN(c3nnc(Cc4cccnc4)c4ccccc34)CC2)nc1	-2
114	CCOC(=O)C1=C(COC(=O)CNC(=O)c2cccc(C)c2)NC(=O)NC1C (stereo not given)	0
115	Clc1ccccc1/C=C/C=N/Nc1nc(N2CCOCC2)nc(N2CCOCC2)n1	-1
116	CC(=O)Nc1ccc(S(=O)(=O)NCC(=O)OCC(=O)N2CC(C)OC(C)C2)cc1 (stereo not given)	1
117	COc1ccc(-c2csc(NC(=O)C3CCN(c4ncnc5sc(C)c(C)c45)CC3)n2)cc1OC	-2
118	Cc1nnc(C)n1/N=C/c1cccn1C	6
119	CC(C)n1cnc2c(NCc3ccc(S(N)(=O)=O)cc3)nc(NCc3ccc(S(N)(=O)=O)cc3)nc21	4
120	Cc1onc(-c2c(F)cccc2Cl)c1C(=O)OCC(=O)N(C)c1ccccc1	-4

Rewritten field by field: entries from further up
#95 Cc1ccc(S(=O)(=O)N2CCCCC2)cc1NC(=S)NC(=O)c1ccco1
  TbREL1 inh: -2
#96 COC(=O)C1(c2ccccc2)NC(c2cccs2)C2C(=O)N(C)C(=O)C21 (stereo not given)
  TbREL1 inh: 2

Going on with the list.
#	SMILES	TbREL1 inh
121	c1ccc(OCc2nn3c(Cn4nnc5ccccc54)nnc3s2)cc1	-1
122	CC(=O)Nc1ccc(S(=O)(=O)N2CCN(C34CC5CC(CC(C5)C3)C4)CC2)cc1	1
123	COC(=O)c1c(-c2cccc3ccccc23)csc1NC(=O)Cc1ccc(OC)c(OC)c1	4
124	N#Cc1cc2c(nc1SCC(=O)Nc1sc3c(c1C#N)CCC3)CCC2	-3
125	CC(NC(=O)Cc1ccc(S(=O)(=O)N2CCCCC2)cc1)c1ccccc1 (stereo not given)	-2
126	CCOCCCNC(=O)C(c1ccc(Cl)cc1)N(Cc1cccs1)C(=O)CNC(C)=O (stereo not given)	-5
127	O=C(O)Cc1coc(-c2ccc(F)cc2)n1	0
128	Cc1ccc(C)c(/C=C/C(=O)c2ccccc(=O)c2O)c1	1
129	CCc1ccccc1NC(=S)N1N=CCC1c1ccccc1 (stereo not given)	-2
130	COCC(=O)OCC(=O)c1cc(C)n(-c2ccc(Br)cc2)c1C	-1
131	COc1cccc(C(C)NC(=O)C2CCCC2)c1 (stereo not given)	4
132	COc1cc(C=Nn2c(-c3cc(C)[nH]n3)n[nH]c2=S)cc(Br)c1O	-7
133	Cc1ccc(Nc2nc(NCC3CCCO3)nc(N)c2[N+](=O)[O-])cc1C (stereo not given)	1
134	O=C(NCC1(N2CCCCC2)CCCCC1)c1cccc(NS(=O)(=O)c2ccccc2)c1	-2
